ATG4B inh: blocks human ATG4B protease cleavage of LC3 substrate | Q9Y4P1 | ATG4B cleavage of LC3-PLA2, NBD-HPC fluorescence, 1 h | inhibition, % at 8.33 µM | 0.51% of 340,000 active; in the data active means inhibition above about 40%
hIAP block: blocks human intestinal alkaline phosphatase | 0.12% of 330,000 active | AID 2544 | purified IAP, CDP-Star luminescence, 30 min | inhibition, % at 10 µM;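 active means inhibition reaching a set limit with compound at 10 µM in the primary screen, cut at about 35% in these data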;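 further: plate controls were DMSO wells with enzyme for no effect and no-enzyme buffer wells for full effect; values of inactives mirror those of a sister screen read the other way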
Target sequence (P09923 whole entry, looked up): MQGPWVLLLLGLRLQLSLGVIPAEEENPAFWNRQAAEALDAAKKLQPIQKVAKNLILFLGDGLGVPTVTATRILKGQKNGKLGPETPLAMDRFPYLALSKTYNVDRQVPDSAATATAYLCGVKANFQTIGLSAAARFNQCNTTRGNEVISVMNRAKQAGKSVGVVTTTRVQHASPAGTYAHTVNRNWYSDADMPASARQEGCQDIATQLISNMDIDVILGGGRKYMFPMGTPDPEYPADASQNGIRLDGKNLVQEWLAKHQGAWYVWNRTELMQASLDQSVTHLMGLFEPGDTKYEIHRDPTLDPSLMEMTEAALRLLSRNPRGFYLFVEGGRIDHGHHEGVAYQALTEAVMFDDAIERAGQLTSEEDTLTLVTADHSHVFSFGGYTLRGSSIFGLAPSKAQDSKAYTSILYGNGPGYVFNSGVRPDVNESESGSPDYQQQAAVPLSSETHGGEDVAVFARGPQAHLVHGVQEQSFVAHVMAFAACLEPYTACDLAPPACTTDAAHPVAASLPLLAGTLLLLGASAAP
HKDC1 inhibitor: inhibitors of human hexokinase HKDC1. Q2TB90. recombinant HKDC1, G6PDH/diaphorase resazurin coupled fluorescence. inhibition, % at 20 µM. 0.16% of 340,000 active. AID 493160;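 active means inhibition above about 35% when tested at 20 µM, limit read from the data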;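 further: plate controls were DMSO wells with enzyme for no effect and DMSO wells lacking enzyme for full effect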
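Assay system: in-house recombinant HK5 (HKDC1) enzyme. Input: HKDC1 at 5 µg/mL. Medium: Tris pH 8.0 buffer with MgCl2, Tween-20, BSA, BME. Dosing: single 20 µM dose. Schedule: 90 min reaction incubation at room temperature, dark. Signal: resazurin-to-resorufin fluorescence via G6PDH and diaphorase coupling, 525/613 nm. Controls: DMSO-enzyme wells negative, buffer-substituted wells positive.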
mIAP inh: blocks mouse intestinal alkaline phosphatase; purified mouse IAP, CDP-Star luminescence, 30 min; inhibition, % at 10 µM; 0.2% of 330,000 active;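 active means inhibition of at least 40% at 10 µM in the primary screen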;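 further: plate controls were DMSO with enzyme for no effect and no enzyme wells for full effect; values of inactives mirror those of a sister screen read the other way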
APOBEC3A inh: blocks human APOBEC3A ssDNA deamination; P31941; recombinant A3A, FAM/TAMRA ssDNA deamination fluorescence; inhibition, % at 20 µM; 0.41% of 330,000 active;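 active means at least 40% inhibition at 20 µM here, with at most 30% in a related deaminase screen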;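 further: plate controls were A3A with DMSO for no effect and wells lacking A3A enzyme for full effect; some results filed as inactive read as strong as hits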
Target sequence (P31941 whole entry, looked up): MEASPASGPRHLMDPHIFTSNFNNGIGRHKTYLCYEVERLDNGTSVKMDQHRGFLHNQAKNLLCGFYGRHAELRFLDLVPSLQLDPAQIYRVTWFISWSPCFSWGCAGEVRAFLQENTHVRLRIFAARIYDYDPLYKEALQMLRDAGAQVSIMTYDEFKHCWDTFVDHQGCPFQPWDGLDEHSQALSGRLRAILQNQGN
PfG6PD inh: PfG6PD (Plasmodium falciparum) enzyme inhibition | inhibition, % at 20 µM | PfGluPho enzyme, NADPH resazurin-diaphorase fluorescence | AID 504690 | 0.78% of 350,000 active;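 active means inhibition reaching at least a set limit at 20 µM in the primary screen, cut at about 59% in these data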;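 further: 0% = DMSO wells with substrate and 100% = DMSO wells lacking glucose-6-phosphate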
mIAP activ: increases mouse intestinal alkaline phosphatase activity. muIAP, CDP-Star luminescence, 30 min; hits give high values; 1 = vehicle-only enzyme signal, 0 = enzyme-free wells. activation factor at 10 µM. 0.24% of 330,000 active. AID 2805;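 active means activation factor of at least 2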; further: the source names both 10 and 20 µM as test concentration; values of inactives mirror those of a sister screen read the other way
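System: mouse IAP enzyme. Reagent: CDP-Star chemiluminescent phosphatase substrate. Benchmarks: DMSO wells, no-enzyme wells. Times: 30 min enzyme-substrate-compound incubation at room temperature. Detection: luminescence from enzymatic CDP-Star hydrolysis. Doses: test compounds delivered from DMSO solution.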
hIAP act: human IAP activation. purified human IAP, CDP-Star luminescence, 30 min; hits give high values; 1 = vehicle-only enzyme, 0 = enzyme-free background. activation factor at 10 µM. 0.16% of 330,000 active. P09923;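 active means activation factor of the enzyme at least 2-fold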; further: the source names both 10 and 20 µM as test concentration; values of inactives mirror those of a sister screen read the other way
* hit, by the source's call.

SMILES | ATG4B inh | hIAP block | HKDC1 inhibitor | mIAP inh | APOBEC3A inh | PfG6PD inh | mIAP activ | hIAP act
COCCN(CC(=O)NCC1CCCO1)C(=O)CCC(=O)Nc1ccccn1 (configuration not stated) | -3.5 | 16.0 | -12.7 | 5.6 | -3.5 | -1.0 | 0.944 | 0.84
COc1ccc(/C=N/Nc2cc(C)nc(-n3nc(C)cc3C)n2)c(OC)c1 | -17.7 | -18.1 | -2.5 | 13.5 | -4.5 | 18.3 | 0.865 | 1.18
CCN(CC)CCOC(=O)c1ccc(NC(=O)C(C)NC(=O)C23CC4CC(CC(C4)C2)C3)cc1 (configuration not stated) | 9.9 | 9.0 | -0.3 | 2.2 | 3.7 | 0.1 | 0.978 | 0.91
COc1cc(/C=C/C(=O)OCC(=O)Nc2cc(S(=O)(=O)N(C)C)ccc2Cl)ccc1O | -4.9 | 3.8 | -1.5 | -8.4 | -0.2 | 11.3 | 1.08 | 0.962
CC(C)CC(NC(=O)CCC(=O)OCC(=O)[C@@]1(O)CCC2[C@@H]3CCC4=CC(=O)C=C[C@]4(C)C3[C@@H](O)C[C@@]21C)C(=O)O (some centres not stated) | -6.1 | -4.3 | -8.4 | 2.5 | -4.3 | -3.8 | 0.975 | 1.04
CCc1ccc2c(CN3CCN(S(=O)(=O)c4ccccc4F)CC3)cc(=O)oc2c1 | 6.0 | 10.6 | 7.7 | 4.1 | 1.1 | 9.3 | 0.959 | 0.894
COc1cc2c(cc1NC(=S)Nc1cccc(C)c1)oc1ccccc12 | 8.9 | -3.5 | 7.2 | -7.4 | 2.8 | -2.6 | 1.07 | 1.03
O=C(/C=C/c1cccc([N+](=O)[O-])c1)N1CCN(S(=O)(=O)c2cccs2)CC1 | -3.9 | -0.3 | -10.5 | 4.2 | -3.7 | 1.5 | 0.958 | 1
O=C(Nc1ccc(Cl)cc1)c1ccc(Br)cc1F | 1.8 | -12.5 | 3.3 | -5.4 | -5.3 | 13.9 | 1.05 | 1.12
COc1ccc(CC(=O)O/N=C(\N)c2cccc([N+](=O)[O-])c2)cc1 | -6.6 | -29.3 | -9.8 | 15.0 | -3.6 | 7.0 | 0.85 | 1.29

Some of the entries so far, with values under each structure:
Value order: ATG4B inh, hIAP block, HKDC1 inhibitor, mIAP inh, APOBEC3A inh, PfG6PD inh, mIAP activ, hIAP act
- COc1cc(/C=C/C(=O)OCC(=O)Nc2cc(S(=O)(=O)N(C)C)ccc2Cl)ccc1O
→ -4.9, 3.8, -1.5, -8.4, -0.2, 11.3, 1.08, 0.962
- CC(C)CC(NC(=O)CCC(=O)OCC(=O)[C@@]1(O)CCC2[C@@H]3CCC4=CC(=O)C=C[C@]4(C)C3[C@@H](O)C[C@@]21C)C(=O)O (some centres not stated)
→ -6.1, -4.3, -8.4, 2.5, -4.3, -3.8, 0.975, 1.04
- CCc1ccc2c(CN3CCN(S(=O)(=O)c4ccccc4F)CC3)cc(=O)oc2c1
→ 6.0, 10.6, 7.7, 4.1, 1.1, 9.3, 0.959, 0.894

Following part.
SMILES | ATG4B inh | hIAP block | HKDC1 inhibitor | mIAP inh | APOBEC3A inh | PfG6PD inh | mIAP activ | hIAP act
COc1ccc(OCC(=O)Nc2c(Cl)ccc3nsnc23)cc1 | 0.8 | 2.0 | -4.2 | -2.2 | -1.9 | -11.2 | 1.02 | 0.98
N#CC(c1cccc(C(F)(F)F)c1)(c1ncc(C(F)(F)F)cc1Cl)N1CCOCC1 (configuration not stated) | -1.9 | 1.8 | -4.2 | -6.3 | -0.6 | -9.3 | 1.06 | 0.982
COc1ccc2c(c1)CC/C2=N\OC(=O)c1ccccc1C | -2.1 | 6.9 | 1.4 | 8.8 | 1.2 | 2.0 | 0.912 | 0.931
O=C(NCC(c1ccco1)N1CCCC1)c1cn(-c2ccccc2)nc1-c1ccc(F)cc1 (configuration not stated) | 4.9 | -1.9 | 2.3 | -36.4 | -2.6 | -7.1 | 1.36 | 1.02
O=C1c2ccccc2C(=O)N1SC1CCCCC1 | 5.7 | -6.6 | 12.6 | -5.4 | -5.4 | 13.9 | 1.05 | 1.07
CCC1CC(CSc2ncn[nH]2)OC1=O (configuration not stated) | -9.9 | 17.1 | -2.2 | -0.7 | 3.0 | -11.0 | 1.01 | 0.829
O=c1[nH]c(/C=C\c2cccnc2)c([N+](=O)[O-])c(=O)[nH]1 | -1.8 | 14.7 | -9.7 | 0.4 | 4.5 | 4.7 | 0.996 | 0.853
Cc1nn(CC(=O)Nc2ccccc2C(F)(F)F)c(=O)c2cccn12 | -7.5 | -7.4 | -4.3 | -6.1 | -0.2 | 25.5 | 1.06 | 1.07
CN(c1ccc(OCC(=O)NCc2cccnc2)cc1)S(=O)(=O)c1ccc(Cl)cc1 | 2.0 | -5.4 | -1.9 | -6.1 | -4.7 | 10.8 | 1.06 | 1.05
COc1ccc(CN2CCCC(CNC(=O)c3ccc(F)cc3)C2)cc1OC (configuration not stated) | 2.1 | 10.9 | -12.1 | 10.2 | 0.5 | -8.5 | 0.898 | 0.891
Cc1ccc2cc(C)c(SCC(=O)Nc3ccc(S(=O)(=O)N4CCCC4)cc3)nc2c1 | 24.6 | 14.0 | -3.2 | -10.9 | 5.0 | 3.6 | 1.11 | 0.86
Cc1ccc(CNC(=O)COC(=O)c2nc(-c3ccccc3)oc2C)cc1 | -9.7 | 6.0 | -0.3 | -4.0 | -0.9 | -1.6 | 1.04 | 0.94
COc1ccc(Cl)cc1NC(=O)c1cccnc1 | -0.4 | -10.9 | -3.9 | 3.9 | -0.9 | 10.4 | 0.961 | 1.11
CCCCN(C(=O)COC(=O)c1nc2nccc(C)n2n1)C1CCS(=O)(=O)C1 (configuration not stated) | -3.7 | -3.7 | -4.8 | 1.4 | -4.4 | -2.4 | 0.986 | 1.04
Cn1nc([N+](=O)[O-])nc1Oc1ccccc1C(=O)N1CCOCC1 | -3.6 | -0.4 | 3.1 | -5.4 | 4.7 | 2.4 | 1.05 | 1
COc1ccc(NC(=O)CC(NCc2ccccn2)C(=O)O)cc1 (configuration not stated) | -7.7 | -19.4 | -3.5 | 1.1 | -7.2 | 9.0 | 0.989 | 1.19
N#C/C(=C\c1ccc(OCc2ccc(F)cc2)cc1)C(=O)Nc1cccc(C(=O)O)c1 | -1.4 | 10.7 | 12.6 | 12.2 | 0.7 | -12.8 | 0.878 | 0.893
COc1ccc(S(=O)(=O)N2CCC(C(=O)Nc3ccccc3C)CC2)c2cccnc12 | -6.1 | 16.7 | 0.5 | 1.2 | -1.5 | 6.4 | 0.988 | 0.833
Cc1ccc2[nH]c3c(N4CCOCC4)ncnc3c2c1 | -6.2 | -6.2 | -0.7 | -7.8 | 5.0 | 16.2 | 1.08 | 1.06
COc1ccc(-c2noc(CSc3nc(N)c(-c4ccccc4)c(=O)[nH]3)n2)cc1 | 10.9 | 0.9 | -0.9 | -5.6 | 1.7 | -18.0 | 1.06 | 0.991
CCc1nc2scc(-c3cccs3)c2c(=O)o1 | -6.3 | 11.1 | -3.1 | 17.9 | 6.4 | 18.9 | 0.821 | 0.889
O=C(NCc1nc2ccccc2[nH]1)C1=C[C@@H](c2csc3ccccc23)C[C@@H](OCCCCO)O1 | -21.1 | -15.1 | 5.6 | 6.6 | -0.6 | 12.9 | 0.934 | 1.15
COC(=O)c1cc(NC2c3ncccc3C(=O)N2Cc2ccccc2)cc(C(=O)OC)c1 (configuration not stated) | -5.3 | 1.8 | -2.1 | 1.3 | 1.3 | -16.8 | 0.987 | 0.982
O=C(Nc1ccc(-c2nc3ncccc3o2)cc1)c1ccc(Br)o1 | -14.1 | -8.6 | 2.5 | -5.6 | 5.1 | 3.3 | 1.06 | 1.09
CCOC(=O)Cn1c(=N)n(CCOc2ccc(F)cc2)c2ccccc21 | -5.4 | 1.1 | -2.7 | -8.3 | 0.6 | 5.9 | 1.08 | 0.989
CCN(CCCNC(=O)C1CCN(S(=O)(=O)CC)CC1)c1cccc(C)c1 | -14.1 | -3.9 | -7.4 | -19.8 | -8.9 | 19.3 | 1.2 | 1.04
COc1ccc(OCC(O)CNC(=O)Nc2ccccc2)cc1 (configuration not stated) | -9.5 | 1.4 | -0.8 | 6.0 | 0.2 | 5.8 | 0.94 | 0.986
CCC(C)(C)n1nnnc1C(c1cc2cc(OC)c(OC)cc2[nH]c1=O)N1CCc2ccccc21 (configuration not stated) | 5.5 | 17.8 | 6.6 | 6.2 | 1.7 | -1.1 | 0.938 | 0.822
O=C(NCC1CCCO1)C1CCN(CC2CCCCC2)CC1 (configuration not stated) | 0.4 | -20.6 | -8.9 | -1.4 | -3.9 | -30.7 | 1.01 | 1.21
COc1ccc(C)cc1S(=O)(=O)N(CC(=O)Nc1cc([N+](=O)[O-])ccc1C)c1ccc(C)c(C)c1 | 77.5* | -3.9 | -2.7 | 0.2 | 0.1 | -1.1 | 0.998 | 1.04
CCCSC1=C(C#N)C2(CCCCC2)C(C#N)=C(N)N1 | -4.8 | 9.2 | -5.3 | 1.7 | -0.6 | 10.3 | 0.983 | 0.908
COc1ccc(CC(=O)NCC(=O)N/N=C/c2sccc2C)cc1 | 6.8 | -34.1 | -7.4 | -4.4 | -1.8 | 10.5 | 1.04 | 1.34
COCCNC(=O)c1cccc(NS(=O)(=O)c2cccc3cccnc23)c1 | -7.4 | 11.7 | -7.2 | -3.1 | -0.6 | -10.5 | 1.03 | 0.883
C/C(Cl)=C\Cn1c(N2CCCC2)nc2c1c(=O)n(C)c(=O)n2C | -1.2 | -1.5 | -1.1 | 8.2 | -2.3 | -10.0 | 0.918 | 1.01
Cc1cc2cc(C)c3nnc(SCC(=O)Nc4ccc(S(=O)(=O)N5CCCCC5)cc4)n3c2cc1C | -2.0 | 14.4 | -0.7 | 1.7 | -5.7 | -3.8 | 0.983 | 0.856
O=C1CN(c2nnnn2-c2ccccc2)CCN1 | -2.6 | 3.9 | -8.9 | -6.0 | 3.3 | -10.2 | 1.06 | 0.961
COc1cc(CNC(C)c2ccccc2)cc(Br)c1OCc1ccccc1 (configuration not stated) | 2.0 | -8.7 | -1.7 | 1.7 | -7.8 | 19.2 | 0.983 | 1.09
CN(C)CC(O)CN1C(=O)N(CN2C(=O)N(CC(O)CN(C)C)C(=O)C2(C)C)C(C)(C)C1=O (configuration not stated) | -3.1 | 5.3 | -13.8 | 3.9 | 0.1 | 0.3 | 0.961 | 0.947
Cc1ccc(S(=O)(=O)CCC(=O)Nc2nnc(CC(C)C)s2)cc1 | -2.6 | 1.1 | -0.8 | -2.8 | -0.3 | -10.5 | 1.03 | 0.989
NS(=O)(=O)c1ccc(NC(=S)Nc2ccc(F)c(F)c2)cc1 | -1.0 | 4.5 | 7.8 | 15.0 | 2.8 | -14.9 | 0.85 | 0.955
O=C(CCS(=O)(=O)c1ccc(Br)cc1)NCCc1ccccc1 | -8.2 | -4.5 | 4.2 | 5.1 | 25.3 | -10.5 | 0.949 | 1.04
Cc1cc(C(=O)COC(=O)/C=C/c2cccc(Br)c2)c(C)n1C | 33.3 | 15.8 | -1.1 | 6.7 | -3.1 | 11.0 | 0.933 | 0.842
CCOC(=O)C1=C(N)n2c(s/c(=C\c3cccs3)c2=O)=C(C(=O)OCC)C1c1cccs1 (configuration not stated) | -6.6 | 12.9 | 3.1 | 15.7 | -4.4 | -10.2 | 0.843 | 0.871
CC(C)(C)c1ccc(Cn2nnc3c(=O)[nH]c(C4CCCN(C(=O)c5ccco5)C4)nc32)cc1 (configuration not stated) | 31.0 | -1.2 | 0.5 | -0.5 | -0.2 | -4.2 | 1 | 1.01
CCN(CC(=O)Nc1ccc(C)c(S(=O)(=O)N(C)C)c1)Cc1ccccc1 | -3.2 | -3.3 | -1.4 | -6.1 | -2.9 | 14.8 | 1.06 | 1.03

High-throughput results as filed in PubChem.
